High-throughput results deposited in PubChem by several laboratories.
WT yeast gro inh – growth inhibition of WT yeast, mitochondrial fusion screen; inhibition, % at 10 µM; actives 2.1% (n = 190,000); mitochondrial fusion phenotypic screen, WT strain; in the data active means inhibition above about 58%; tested in S. cerevisiae
Hep lipid drop – hepatic lipid droplet formation modulation; AML12 mouse hepatocytes, oleate lipid droplets, BODIPY imaging; inhibition, % at 6.5 µM; actives 0.4% (n = 240,000);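 active means lipid droplet intensity inhibited by at least 50%, with more than 500 cells counted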
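Material – mouse AML12 hepatocyte cell line, fixed after treatment · Compound dosing – one dose, 6.5 µM compound · Times – compound with oleate, overnight · Measured by – Image-based BODIPY and DAPI two-channel analysis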
MT stabilizer – microtubule stabilizers in HeLa cells; % tubulin-high responders, % at 10 µM; HeLa tubulin immunostaining HCS, 24 h; share of cells brighter than vehicle mean+2SD; actives 0.83% (n = 200,000);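 active means plate Z-score above 3 for both tubulin-high and condensed-nucleus cell shares, with cell loss under 80%, at 10 µM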;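 further: anti alpha tubulin signal scored within the nucleus-defined area of each cell; some results filed as inactive read as strong as hits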
NOD2 inhibition – inhibition of NOD2-driven NF-kB reporter – cell-based, luminescence, uHTS, HEK293 (AID 1566); HEK293 NOD2/NF-kB luciferase reporter, luminescence; higher % means a stronger effect; inhibition, % at 4 µM; hits with a dose series show EC50 in µM; actives 0.63% (n = 290,000); in the data active means inhibition above about 50%; further: many of its hits are not listed in these tables
Insulin prom up – MIN6 insulin promoter up-regulation; AID 1625; MIN6 insulin promoter-GFP reporter, high-content imaging; hits give high values; actives 0.3% (n = 190,000); z-score at 5 µM;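 active means z-score above 3 at 5 µM with at least 500 cells counted in the well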
b-catenin transl – alters nuclear translocation of beta-catenin in HeLa cells; immunofluorescence imaging; nuclear translocation activity, % at 5 µM; actives 0.3% (n = 190,000); AID 1665;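 active means nuclear translocation activity above 50% at 5 µM, with a well cell count of 50 or more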;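 further: per-cell ratio of nuclear to cytoplasmic median beta-catenin stain intensity; plate controls were DMSO negative control for no effect and GSK-3 inhibitor IX positive control for full effect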
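System: Human HeLa cells, endogenous beta-catenin | Compound dosing: 5 µM primary, 0.02–20 µM confirmation | Timing: 24 h compound exposure at 37°C, 5% CO2 | Measured by: Fluorescence imaging of beta-catenin antibody stain plus DAPI | Read-out basis: % activation of per-cell nuclear versus cytoplasmic median beta-catenin signal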
Yfh1-depleted yeast – mitochondrial function rescue without frataxin homolog – Friedreich's ataxia, plus single-dose screen, dose response (AID 1465). S. cerevisiae Yfh1-off respiration, WST-1 reduction, 72 h; higher fold induction means a stronger effect. one-dose fold induction at 50 µM; EC50 in µM for titrated hits. actives 0.074% (n = 220,000);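 active means fold induction of absorbance versus untreated yeast above a set limit, then at least 30% activation at any dose in follow-up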;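 further: activators that raise dye reduction in frataxin-depleted yeast; strong numbers were not always called active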
Autophagy HCS – autophagy modulation, high-content screen; MEF GFP-LC3 puncta imaging; test concentration mostly 10 µM; calls only at 10 µM (by protocol); actives 0.98% (n = 190,000);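 active means percentage of spot-positive cells more than 3 SD above its plate mean, without a fluorescence outlier flag or 80% toxicity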;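 further: spot-positive cell cutoff set from DMSO-treated cells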
Dynein transport – blocks dynein driven cargo transport along microtubules | 3617.4 mouse cells, GR-EGFP nuclear translocation imaging; test concentration mostly 20 µM; stimulated with dexamethasone, 1 µM; hits give low values | z-score, hits read low | actives 0.47% (n = 220,000) | AID 1381;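 active means plate z-score of nuclear minus cytoplasmic receptor signal below a set negative limit, without overly bright fluorescence or cell loss, cut at about -3.5 in these data, passing the limit was not always enough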;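 further: z-score of nuclear minus cytoplasmic ring GR-EGFP intensity difference per well; some compounds called inactive have numbers as strong as hits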
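medium = tetracycline-free induction medium containing charcoal-stripped FBS | probe or stimulus = dexamethasone, 1.0 µM final | timing = 48 h induction, then 1 h compound, then 30 min agonist, 37 °C | detection = automated 10x imaging of fixed Hoechst-stained cells | read-out basis = nuclear versus cytoplasmic GR-EGFP signal, averaged per well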
WT yeast gro inh mutant strain – second read-out of WT yeast gro inh, no call of its own (marks repeat the call); inhibition, %; mitochondrial fusion phenotypic screen, mutant strain inhibition
Dynein transport cytoplasmic EGFP – recorded beside Dynein transport, whose call it bears; z-score; measured here: cytoplasmic GR-EGFP intensity; hits give high values
Dynein transport nuclear GR-EGFP – recorded beside Dynein transport, whose call it bears; z-score; measured here: nuclear GR-EGFP intensity;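 lower value marks the stronger effect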
Dynein transport cell count – recorded beside Dynein transport, whose call it bears; z-score; measured here: cell count per field
Insulin prom up cell count – also measured in Insulin prom up; calls as there; cell count; measured here: cytotoxicity, nuclei count;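 total cells summed across four imaged fields per well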
Hep lipid drop cells 6.5 µM – second read-out of Hep lipid drop, no call of its own (marks repeat the call); cell count; measured here: cell count, cytotoxicity flag;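 cells counted across two imaged fields per well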
b-catenin transl cell count 5 µM – second read-out of b-catenin transl, no call of its own (marks repeat the call); cell count; measured here: cell count, cytotoxicity flag
MT stabilizer Hoechst-high % – second read-out of MT stabilizer, no call of its own (marks repeat the call); % Hoechst-high responders; measured here: nuclear condensation Hoechst responders;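 share of cells brighter than vehicle mean plus two SD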
MT stabilizer cytotoxicity % – also measured in MT stabilizer; calls as there; toxicity, %; measured here: cytotoxicity by cell density;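 0% = mean cell density of plate MIN control wells and 100% = no cells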
Autophagy HCS cell loss 18 h – second read-out of Autophagy HCS, no call of its own (marks repeat the call); toxicity, %; measured here: cell loss, nuclei count;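 cell loss after 18 h compound exposure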
Active calls of the source: *; i = inactive; x = no result given. These rows are one share of the data; count on the stated rates, not on these rows.

SMILES	WT yeast gro inh	WT yeast gro inh mutant strain	Hep lipid drop	Hep lipid drop cells 6.5 µM	MT stabilizer	MT stabilizer Hoechst-high %	MT stabilizer cytotoxicity %	NOD2 inhibition	Insulin prom up	Insulin prom up cell count	b-catenin transl	b-catenin transl cell count 5 µM	Yfh1-depleted yeast	Autophagy HCS	Autophagy HCS cell loss 18 h	Dynein transport	Dynein transport cytoplasmic EGFP	Dynein transport nuclear GR-EGFP	Dynein transport cell count
C=CCNC(=O)NC(=O)CSc1nc2cc([N+](=O)[O-])ccc2n1-c1cccc(C(F)(F)F)c1	1	20	10	651	4.1	2.9	3.3	-2%	-0.42	1446	3.8	1054	i	i	27	-0.46	-0.18	-0.24	0.87
CCOC(=O)N1CCN(S(=O)(=O)c2ccc3[nH]c(=O)oc3c2)CC1	x	x	7	684	x	x	x	7%	-0.1	1079	0.8	1299	i	x	x	-0.65	-0.21	-0.28	0.84
O=S(=O)(NC1CCN(Cc2ccccc2)CC1)c1cccc2cccnc12	-5	16	x	x	5.2	3.8	8.1	14%	-0.48	1117	-1.8	1361	i	i	-10	0.25	-0.31	0.63	-0.92
O=C(CCCOc1ccc(Cl)cc1Cl)N1CCc2ccccc2C1	80*	46*	-10	707	3.5	1.9	5.8	8%	x	x	2.0	1135	i	i	7	1.7	-0.21	0.85	0.4
O=C(CCNS(=O)(=O)c1cccc2nsnc12)NC1CCCc2ccccc21 (stereo not drawn)	7	-4	10	789	4.8	1.6	7.5	-18%	-0.03	1228	0.1	967	i	i	8	1	-0.19	1.3	-0.44
CCC(=O)Nc1nnc(-c2ccc(Cl)s2)o1	-27	-14	-2	693	1.8	2.1	7.8	-13%	0.37	1315	0.3	1194	i	i	8	-0.92	-0.18	-0.51	0.21
O=C(CCN1C(=O)C2C3C=CC(C3)C2C1=O)Nc1ccccn1 (stereo not drawn)	5	5	-3	757	3.9	2.2	5.3	-9%	-0.01	1324	-3.7	1252	i	i	-4	0.45	-0.22	0.24	0.77
O=C(Nc1ccccc1OC(F)F)c1ccc(Br)o1	7	15	-11	559	2.2	1.9	3.6	11%	0.53	1739	0.2	1020	i	i	-2	-0.86	0.77	0.2	-1.2
COCCCNC(=S)N/N=C/c1ccc(N(C)C)cc1	0	5	2	729	3.1	3.5	5.0	11%	-0.64	1295	-0.4	1091	i	i	3	-0.0022	-0.28	0.18	0.048
COCCSc1nnc(NC(=O)CSc2ccccc2)s1	5	-19	x	x	4.1	1.6	5.2	-17%	0.2	919	-5.7	938	i	i	0	2.5	-0.12	1.8	-1.6
CCOC(=O)c1cc2c(=O)n3ccccc3nc2n(CCOC)c1=NC(=O)c1c(-c2c(F)cccc2Cl)noc1C	50	8	2	675	14	0.3	0.8	3%	-0.55	1117	0.3	1034	i	i	2	1.1	-0.095	0.46	-0.58
CCCOCCc1nnc(N)s1	x	x	-2	681	x	x	x	19%	-0.89	827	1.7	1270	i	x	x	0.31	-0.014	1	0.021
O=C(NCc1ccccn1)C1CCC(=O)N1C1CCCCC1 (stereo not drawn)	12	17	x	x	2.7	2.7	1.5	16%	0.02	926	x	x	i	i	2	-0.19	-0.23	-0.00053	0.27
CCOC(=O)c1cc(CC)sc1NC(=O)CC1SC(N)=NC1=O (stereo not drawn)	-2	1	26	625	3.0	1.3	1.3	13%	-0.7	1626	-2.0	1126	i	i	18	1.5	-0.23	1.1	-1.1
CC(C)=C(NC(=O)c1ccccc1)C(=O)N1CCOCC1	33	1	x	x	3.9	2.2	6.8	11%	x	x	-2.8	960	i	i	-3	-0.25	-0.2	0.081	-0.085
CCOC(=O)N1CCC(NC(=O)CCC(=O)c2ccccc2)CC1	-12	-7	0	801	3.7	1.7	2.9	0%	-0.51	1209	0.0	1046	i	i	10	-0.99	-0.19	-0.16	0.27
CCC1(C)Cc2ccccc2-c2nc(-c3ccccc3)oc(=O)c21 (stereo not drawn)	42	-20	-1	767	2.4	2.2	11	16%	-0.61	1015	0.7	1163	i	i	4	1.2	-0.17	0.62	-0.041
CC1(C)CNC(=O)CC(C)(C)N1	5	-2	12	705	2.2	1.6	1.3	4%	-0.4	1149	x	x	i	i	-6	-0.61	-0.3	-0.22	0.42
Oc1c(Cl)cc(Cl)cc1C1=NNC(c2ccc(Cl)cc2)C1 (stereo not drawn)	18	28	-24	709	4.1	2.0	0.0	-13%	x	x	-0.5	460	i	i	-39	-1.6	0.045	-0.72	0.18
O=C(Nc1ccc(F)cc1)c1cc(S(=O)(=O)Nc2ccc(F)cc2)cs1	23	0	x	x	1.1	1.4	8.5	41%	x	x	x	x	i	i	-7	-0.43	-0.23	-0.54	0.93
CCOC(=O)C(=CNc1cccnc1Oc1ccc(C)c2c1CCC2)C(=O)OCC	x	x	7	748	x	x	x	23%	-0.82	1048	-0.7	1282	i	x	x	0.28	-0.024	0.23	0.13
Cc1ccc(CN2CCN(CC(=O)N/N=C/c3ccc(C)o3)CC2)cc1	x	x	12	702	x	x	x	5%	0.16	1077	1.4	1310	i	x	x	1.8	-0.19	0.69	-2
Cc1cc(C)cc(N2CC(C)(C)C2=O)c1	-16	0	-4	690	2.1	2.4	4.6	-1%	0.08	1204	-0.2	1125	i	i	9	0.072	-0.19	-0.05	-0.15
CC1(C)OC2OC(C(=O)N/N=C/c3cc(Br)ccc3O)C3OC(C)(C)OC3C2O1 (stereo not drawn)	-11	-12	-4	558	3.4	3.3	2.9	19%	x	x	-0.4	891	i	i	2	-0.6	0.58	-0.43	0.13
COc1ccccc1-n1c(-c2ccccc2)c[nH]c1=S	8	3	15	669	3.8	3.9	9.5	-45%	-0.05	1183	1.2	1087	i	i	3	0.68	-0.28	0.51	0.69
CC(Cc1cccs1)NC(=S)Nc1ccc(Cl)c(Cl)c1 (stereo not drawn)	57	31	-20	646	3.0	2.4	3.7	-2%	0.63	1320	x	x	i	i	17	-0.8	0.43	-0.61	0.8
Cc1[nH]nc(N=CC2=C(O)CC(c3ccco3)CC2=O)c1-c1ccccc1 (stereo not drawn)	4	-19	x	x	4.0	1.4	2.4	-10%	0.04	1091	-0.8	1187	i	i	16	0.51	-0.31	0.61	-0.13
O=C(CN1CCCCCC1)N/N=C/c1cccc(Cl)c1	-2	-21	-9	707	6.6	1.7	3.1	7%	-0.32	1387	-0.9	945	i	i	-9	0.48	-0.28	0.28	-0.87
CCOC(=O)N1CCN(c2c(NCCN3CCN(c4ccccc4F)CC3)c(=O)c2=O)CC1	x	x	8	732	x	x	x	-4%	-0.3	1010	-0.7	1321	i	x	x	-0.67	-0.11	-0.22	-0.077
C=CCc1ccccc1OCCn1ccnc1	11	-32	0	619	1.8	0.3	50	-13%	0.26	1123	0.0	1037	i	i	2	-0.04	-0.27	0.41	0.57

Single records, from the list above. Screens in order: WT yeast gro inh, WT yeast gro inh mutant strain, Hep lipid drop, Hep lipid drop cells 6.5 µM, MT stabilizer, MT stabilizer Hoechst-high %, MT stabilizer cytotoxicity %, NOD2 inhibition, Insulin prom up, Insulin prom up cell count, b-catenin transl, b-catenin transl cell count 5 µM, Yfh1-depleted yeast, Autophagy HCS, Autophagy HCS cell loss 18 h, Dynein transport, Dynein transport cytoplasmic EGFP, Dynein transport nuclear GR-EGFP, Dynein transport cell count
Cc1[nH]nc(N=CC2=C(O)CC(c3ccco3)CC2=O)c1-c1ccccc1 (stereo not drawn) is entered as 4, -19, x, x, 4.0, 1.4, 2.4, -10%, 0.04, 1091, -0.8, 1187, i, i, 16, 0.51, -0.31, 0.61, -0.13
CCOC(=O)N1CCN(c2c(NCCN3CCN(c4ccccc4F)CC3)c(=O)c2=O)CC1 is entered as x, x, 8, 732, x, x, x, -4%, -0.3, 1010, -0.7, 1321, i, x, x, -0.67, -0.11, -0.22, -0.077
CC1(C)OC2OC(C(=O)N/N=C/c3cc(Br)ccc3O)C3OC(C)(C)OC3C2O1 (stereo not drawn) is entered as -11, -12, -4, 558, 3.4, 3.3, 2.9, 19%, x, x, -0.4, 891, i, i, 2, -0.6, 0.58, -0.43, 0.13
